From PubChem
Myeloid diff 2: induction of myeloid progenitor differentiation, primary screen, cell-based, flow cytometry, MLPCN library; actives 1% (n = 360,000); AID 624256, 2012; ER-HoxA9 myeloid progenitors, lysozyme-GFP differentiation; calls only at 10 µM;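 active = normalized GFP-positive differentiation at or above the plate's own cutoff, the solvent-only control mean plus 3 SD; inconclusive = no clear call, values can overlap the other calls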;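 also: cells exposed to compound for four days before flow analysis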
Myeloid diff 2 GFP+ MAC1+ %: recorded beside Myeloid diff 2, whose call it bears; GFP+ MAC1+ double positive, %; measured here: differentiation confirmed by MAC1 staining
Numbers without * were called inactive; i = inactive; ? = inconclusive; / = not tested or not shown. These rows are one share of the data; rates above refer to the full screens.

Fields – Myeloid diff 2	Myeloid diff 2 GFP+ MAC1+ %
- CC1(C)OC(=O)C2=C(C[C@@H](CCOCc3ccccc3)O[C@@H]2c2ccc(F)cc2)O1
 : i	0.6
- CCOC(=O)N1CCN(C(=O)C[C@@H]2C[C@@]3(C(=O)OCC)CCCC=C3N(CCc3ccc(OC)c(OC)c3)C2=O)CC1
 : i	3.6
- COc1cc(/C=C/CN2CCC(C(=O)NC(c3ccc(F)cc3)c3ccc4ccccc4n3)CC2)ccc1OC(C)=O (stereo unspecified)
 : i	0.9
- CC1(C(=O)NS(=O)(=O)Cc2cccc(Cl)c2)CCN1C(=O)Cc1ccccc1 (stereo unspecified)
 : i	1.3
- CCc1nc2ccc(C(=O)N3CCN(S(=O)(=O)CC)CC3)cn2c1N(CC)C(=O)NCCc1ccccc1
 : i	0.8
- COCCNC(=O)C1(C)CCCN(C(=O)c2ccccc2OC)C1 (stereo unspecified)
 : i	0.6
- Cc1cc(Br)c2nc(-c3ccccc3)c(Cc3cccc(Cl)c3)n2c1
 : i	0.0
- COc1ccc(Cc2c(-c3cccc(Cl)c3)nc3cc(C)c(Br)c(C)n23)c(C)c1
 : i	1.4
- COC1=CC(C)C2CC3OC(O)CC4C(C)=C(OC)C(=O)C(C2(C)C1=O)C34C (stereo unspecified)
 : i	2.5
- COC(=O)C[C@@H]1OC[C@H](C(C)C)N1S(=O)(=O)c1ccc(C)cc1
 : i	2.5
- COC(=O)[C@]12CCCCC=C1N(CCc1ccc(OC)c(OC)c1)C(=O)[C@H](CC(=O)N1CCCC1)C2
 : i	1.8
- CN(C)C(=O)c1cccc(-c2cnc3sc(NCc4ccc5c(c4)OCO5)nn23)c1
 : i	1.0
- CN1C(=O)CON=C1c1cccc2ccccc12
 : i	2.6
- CC(C)C[C@@H]1Cc2[nH]c(=S)[nH]c(=O)c2[C@H](CCc2ccccc2)O1
 : i	1.0
- CN1[C@@H](COCc2ccccc2)C=CS1(=O)=O
 : i	1.0
- CC(C)C[C@H]1CNC(=S)N1C[C@H]1CCCN1C[C@H](Cc1ccc(O)cc1)N1C[C@H](CC(C)C)N(CCc2ccccc2)C1=S
 : i	1.3
- CCCCn1nnnc1C(c1ccccc1)N1CCN(c2c(Cl)cncc2Cl)CC1 (stereo unspecified)
 : i	1.0
- O=C(/C=C/[C@H]1O[C@@H](n2ccc(=O)[nH]c2=O)[C@H](O)[C@@H]1O)N[C@@H](Cc1ccccc1)C(=O)O
 : i	1.6
- CCCc1c(-c2ccccc2F)ncn1CCc1ccccc1OC
 : i	0.0
- CCOC(=O)C1=NOC2(C1)C(=O)Nc1c(Cl)cccc12 (stereo unspecified)
 : i	2.9
- CN(Cc1ccccc1)C(=O)c1cnc(Cc2c[nH]c3ccccc23)c(I)c1
 : i	1.0
- O=C(Nc1ccc(F)cc1)C(c1ccnc2ccccc12)N1CCN(CC(=O)N2CCCC2)CC1 (stereo unspecified)
 : i	2.0
- CCO/C(C)=N/Oc1cncnc1
 : i	0.3
- COc1ccccc1CNC(=O)Nc1nc(C(N)Cc2ccc(Cl)cc2)cs1 (stereo unspecified)
 : i	1.4
- CCOC(=O)C1(C)CCN1C(=O)c1ccc(Cl)cc1Cl (stereo unspecified)
 : i	1.6
- OC(c1ccccc1)c1nc(-c2cc(F)cc(F)c2)cs1 (stereo unspecified)
 : i	1.2
- COc1ccc(NC(=O)c2cc(-c3cc(F)ccc3OC)n[nH]2)cc1OC
 : i	1.3
- CCN(CC)C(=O)c1cccc(-c2csc(C(C)(O)c3cccc(F)c3)n2)c1 (stereo unspecified)
 : i	0.9
- CC(=O)Nc1cc(-c2cccc(C)c2)cn2c(-c3ccc(S(C)(=O)=O)cc3)cnc12
 : i	3.0
- Cc1ccc(Cn2cc(CN3CC(N4CCN(C5CCN(C)CC5)CC4)CS3(=O)=O)nn2)cc1 (stereo unspecified)
 : i	1.0
- COc1cccc(-c2cnc(C(O)c3c(C)cccc3C)[nH]2)c1 (stereo unspecified)
 : i	1.1
- C[C@@H]1COc2cccc(N(C)CCO)c2S(=O)(=O)N1
 : i	0.3
- COC(=O)[C@]12CCCCC=C1N(CCC1=CCCCC1)C(=O)[C@H](CC(=O)NCc1cccc3ccccc13)C2
 : i	0.8
- CN(C)c1ccc(NC(=O)Nc2nnc([C@H]3C[C@H](O)[C@@H](CO)O3)s2)cc1
 : i	0.6
- CCCNC(=O)c1cc(C2CCCCN2C(=O)c2cc(C(C)(C)C)nn2C)on1 (stereo unspecified)
 : i	1.3
- CCc1ccc2c(c1)NC(=O)C2(C)Cc1ccccc1C#N (stereo unspecified)
 : i	1.2
- COC1=CC(=O)OC(c2ccccc2)C1 (stereo unspecified)
 : i	2.2
- Cc1c(C(=O)NCCC#N)sc(=O)n1Cc1ccc(F)cc1
 : i	2.2
- CCOC(=O)[C@]12CCC=C1N(Cc1ccccc1)C(=O)[C@H](CC(=O)NCc1ccc(C)o1)C2
 : i	0.8
- CCc1nc2c(OCC(=O)c3ccc(F)cc3)cccn2c1N(C)C(=O)C(C)C
 : i	0.6

Shown with each value named: four of the compounds above.
Molecule: COc1cccc(-c2cnc(C(O)c3c(C)cccc3C)[nH]2)c1 (stereo unspecified)
  Myeloid diff 2: i
  Myeloid diff 2 GFP+ MAC1+ %: 1.1
Molecule: COC1=CC(=O)OC(c2ccccc2)C1 (stereo unspecified)
  Myeloid diff 2: i
  Myeloid diff 2 GFP+ MAC1+ %: 2.2
Molecule: CCc1nc2c(OCC(=O)c3ccc(F)cc3)cccn2c1N(C)C(=O)C(C)C
  Myeloid diff 2: i
  Myeloid diff 2 GFP+ MAC1+ %: 0.6
Molecule: CN(C)c1ccc(NC(=O)Nc2nnc([C@H]3C[C@H](O)[C@@H](CO)O3)s2)cc1
  Myeloid diff 2: i
  Myeloid diff 2 GFP+ MAC1+ %: 0.6

(continued)
Fields – Myeloid diff 2	Myeloid diff 2 GFP+ MAC1+ %
- CCCCCc1ccc2cc(C#N)ccc2n1
 : i	0.6
- COc1cc(CN2C[C@@H](CO)O[C@@H](n3cnc4c(N(C)C)ncnc43)C2)cc(OC)c1OC
 : i	0.6
- CC(C)CNc1ncnc2c1ncn2[C@H]1CN(Cc2ccc(C(=O)O)cc2)C[C@@H](CO)O1
 : i	1.3
- COc1ccc(NC(=O)c2cc(C3CCCCN3C(=O)CCCc3ccccc3)on2)c(C)c1 (stereo unspecified)
 : i	1.4
- Cc1ccc(CNc2nc(NC(C)C)nc3ccsc23)c(C)c1
 : i	1.1
- COc1ccc(Cc2c(C3CCCCC3)nc3ccc(Br)cn23)c(C)c1
 : i	1.6
- Cc1ccc(NC(=O)[C@@H]2O[C@H](CO)[C@@H](O)[C@H]2O)cc1C(F)(F)F
 : i	1.0
- CCCc1c(-c2ccccc2F)ncn1Cc1ccccc1OC
 : i	1.4
- COc1ccccc1CNc1nc2cc(-c3ccccc3C)sc2c(=O)n1C
 : i	0.4
- O=C(Nc1ccccc1)c1cc(C2CCCCN2S(=O)(=O)c2ccccc2)on1 (stereo unspecified)
 : i	1.2
- CCCCC(=O)N(C)c1c(CC)nc2c(OCCC)cccn12
 : i	0.8
- CC(=O)Nc1ccc(NC(=O)C2(C)Cc3c(-c4ccccc4)ccnc3O2)cc1 (stereo unspecified)
 : i	0.3
- COc1ccc(NC(=O)Nc2nc(C(N)CC(C)C)cs2)cc1 (stereo unspecified)
 : i	0.2
- O=C(c1cc2c(c(-c3cccc(-c4ccncc4)c3)n1)[C@@H](CCO)N(C(=O)c1ccc3c(c1)OCO3)C2)N1CCOCC1
 : i	0.4
- CCCCNC(=O)C[C@@H]1C[C@@]2(C(=O)OC)CCCCC=C2N(Cc2ccco2)C1=O
 : i	1.4
- C/C=C/c1cccc(-c2nc(C(=O)N3CCN(C)CC3)cc3c2[C@@H](CCO)N(C(=O)NC(C)C)C3)c1
 : i	0.7
- NC(COCc1ccccc1)c1csc(Nc2nccc(C(F)(F)F)n2)n1 (stereo unspecified)
 : i	2.6
- COC(=O)[C@@]1(Cc2ccc(F)cc2)[C@H]2c3cc(C(=O)N(C)C)n(CCc4c[nH]c5ccc(OC)cc45)c3C[C@H]2CN1C(=O)c1ccccc1
 : i	1.8
- CCCC(=O)N1CCC1(C)C(=O)Nc1ccc2scnc2c1 (stereo unspecified)
 : i	0.6
- CCOC(=O)C1(C)CCN1C(=O)c1cc(C)n(C(C)(C)C)n1 (stereo unspecified)
 : i	1.1
- Cc1ccc(-c2cc3nc(NCCOc4ccccc4Cl)n(C)c(=O)c3s2)cc1
 : i	1.2
- CC1(C(=O)NCCC#N)CCN1C(=O)C1(c2ccccc2)CCCC1 (stereo unspecified)
 : i	0.7
- CCCCCNC(=O)C(C1CC1)n1c(=O)c(-c2ccco2)nc2ccccc21 (stereo unspecified)
 : i	2.2
- COc1ccc(-c2c(C(=O)c3ccccc3)[nH]c(N)c2C(=O)c2ccccc2)cc1OC
 : i	0.0
- CCCN(C)C1CN(Cc2cn(Cc3ccc(C(F)(F)F)cc3)nn2)S(=O)(=O)C1 (stereo unspecified)
 : i	0.9
- Cc1cc(C(O)c2ncc(-c3ccc(Cl)cc3)[nH]2)ccc1F (stereo unspecified)
 : i	1.3
- CCOC(=O)C1CCCN(C(=O)c2cccc(OC(F)(F)F)c2)CC1 (stereo unspecified)
 : i	2.7
- COc1cccc(-c2oc3c(c2C#CC2(N)CCCCC2)C(O)CCC3)c1 (stereo unspecified)
 : i	0.6
- O=C(NCc1ccccc1)c1cc(C2CCCCN2C(=O)c2ccc3c(c2)CCO3)on1 (stereo unspecified)
 : i	0.8
- O=C(NCc1ccc(C(F)(F)F)cc1)c1ccc(-c2ccc(F)c(F)c2)c2ccoc12
 : i	0.8
- Cc1ccc(C(NC(=O)C2CCN(Cc3ccc(Cl)c(Cl)c3)CC2)c2ccccn2)cc1 (stereo unspecified)
 : i	0.7
- C#CCNC(=O)C[C@@H]1C[C@@]2(C(=O)OC)CCCCC=C2N(Cc2ccc3c(c2)OCO3)C1=O
 : i	1.2
- CCc1nc2ccc(C(=O)N3CCCC(C(N)=O)C3)cn2c1N(CCC(C)C)CCN(C)C (stereo unspecified)
 : i	1.3
- COC(=O)[C@]12CCCCC=C1N(Cc1ccco1)C(=O)[C@H](CC(=O)NCc1cccc(C(F)(F)F)c1)C2
 : i	0.8
- COc1ccc(Cc2c(C(C)(C)C)nc3cc(C)c(Br)c(C)n23)c(C)c1
 : i	0.8
- Cc1cc(C)c(C(O)c2ncc(-c3ccccc3F)[nH]2)c(C)c1 (stereo unspecified)
 : i	0.6
- CN(C)c1ccc(CN2CCC(C(=O)NC(c3ccc(Cl)cc3)c3cnccn3)CC2)cc1 (stereo unspecified)
 : i	1.5
- COC(=O)c1ccc(CN2C(=O)C(C)ON=C2c2ncccc2C)o1 (stereo unspecified)
 : i	1.9
- COc1ccc(Br)c(Cn2c(C)c(C(=O)NCc3ccccc3C(F)(F)F)sc2=O)c1
 : i	2.7
- CNc1ccc(-c2ccccc2CO)cn1
 : i	1.2
- CCNC(=O)C1(C)CCN(C(=O)c2ccccc2F)C1 (stereo unspecified)
 : i	0.5
- COc1cccc(-c2cnc3c(NC(C)=O)cc(-c4cc(OC)c(OC)c(OC)c4)cn23)c1
 : i	1.4
- NC(c1csc(Nc2nncc3ccccc23)n1)C1CCCCC1 (stereo unspecified)
 : i	2.0
- COCCCN1C(=O)C(CC(=O)NCCN2CCOCC2)CC(C(=O)N(C(C)C)C(C)C)=C1C (stereo unspecified)
 : i	0.6
- CC1(C(=O)NS(=O)(=O)c2cccs2)CCN1C(=O)Cc1ccccc1 (stereo unspecified)
 : i	0.6
- COc1ccccc1Cc1c(-c2ccc(F)cc2)nc2c(C)cc(Br)cn12
 : i	0.6
- COC(=O)CCCn1cc(CN2CC(N3CCN(C)CC3)CS2(=O)=O)nn1 (stereo unspecified)
 : i	0.4
- O=c1cc(CN2CCCCCCC2)c2c(ccc3ccccc32)o1
 : i	0.3
- CC(=O)NC(c1ccc(F)c(F)c1)c1nc(-c2ccccc2)cs1 (stereo unspecified)
 : i	0.7
- CC(C)=CCC[C@H](C)CC1Cc2[nH]c(=S)[nH]c(=O)c2C(c2ccc(F)cc2)O1 (stereo partly specified)
 : i	0.3

Next structures follow.
Fields – Myeloid diff 2	Myeloid diff 2 GFP+ MAC1+ %
- Cc1cc(Br)ccc1OCc1nnc(-c2ccccc2)o1
 : i	0.3
- CC1(C(=O)NS(=O)(=O)c2ccc(Br)cc2)CCN1C(=O)CCC1CCCC1 (stereo unspecified)
 : i	1.6
- CC1(C(=O)Nc2ccc3c(c2)OCCO3)CCC(=O)N1C1CC1 (stereo unspecified)
 : i	1.1
- O=C(Nc1ccc2c(c1)OCCO2)C1c2ccccc2OCC(=O)N1CCc1ccccc1 (stereo unspecified)
 : i	1.0
- COc1ccc(Cc2c(-c3ccc(C#N)cc3)nc3c4ccccc4ccn23)c(C)c1
 : i	1.7
- Nc1[nH]c(C(=O)c2ccccc2)c(-c2cccc3ccccc23)c1C(=O)NCc1ccccc1
 : i	1.1
- Cc1cc2oc(=O)cc(CN(C)Cc3ccccc3)c2cc1Cl
 : i	0.9
- C[n+]1cccc(NC(=O)c2ccccc2)c1
 : i	1.7
- COCCNc1nc(-c2ccc(OC)cc2C)c2sc(-c3ccccc3)cc2n1
 : ?	/
- CC1(C(=O)NCC2CC2)Cc2c(-c3ccccc3)ccnc2O1 (stereo unspecified)
 : i	0.3
- CC1(C(=O)NCc2ccccc2Br)CCN1Cc1ccc2ccccc2c1 (stereo unspecified)
 : i	0.6
- CSc1ccc(OC2(C)CCN(Cc3ccc(OC(F)(F)F)cc3)C2)cc1 (stereo unspecified)
 : i	1.9
- CC(C)CN1C(=O)CN(S(C)(=O)=O)CC1(C)C(=O)Nc1ccc2c(c1)OCCO2 (stereo unspecified)
 : i	1.5
